# Neddylation inh: cullin neddylation inhibition. P61081+Q13564. calls only at 25 µM. TR-FRET cullin neddylation, biochemical. 0.58% of 360,000 active; in the data active = inhibition above about 36%
# eLon inh: inhibits E. coli Lon protease | purified E. coli Lon protease, fluorescence polarization | P0A9M0 | 0.42% of 360,000 active | inhibition, % at 7.94 µM; in the data active = inhibition above about 13%, passing the limit was not always enough;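 note: 0% = enzyme with probe and DMSO and 100% = no enzyme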
# NRP1-CendR mod: alters CendR peptide binding to human NRP-1. O14786. FAM-RPARPAR peptide binding to NRP-1, fluorescence polarization. inhibition, % at 25 µM. 0.85% of 360,000 active. AID 602438;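 active = inhibition or corrected inhibition above about 18%, plus a signal ratio from 0.5 to 1.5, limit read from the data, passing the limit was not always enough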; note: strong numbers were not always called active
# FAS-TE inh: blocks the thioesterase domain of human fatty acid synthase; AID 602261; recombinant FAS-TE, OMFH fluorogenic substrate, fluorescence endpoint; inhibition, % at 15 µM; 0.67% of 360,000 active;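 active = compounds whose normalised, plate-corrected inhibition of enzyme fluorescence in the single-dose primary screen is 50% or more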;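 note: 0% = DMSO with enzyme and 100% = substrate without enzyme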
# Rin1-Abl PPI inh: human Rin1-Abl interaction inhibition | TR-FRET Rin1/Abl binding, biochemical | inhibition, % at 7.35 µM | 0.4% of 360,000 active; in the data active = inhibition above about 5%, passing the limit was not always enough
# Target sequence (P00519 whole entry, looked up): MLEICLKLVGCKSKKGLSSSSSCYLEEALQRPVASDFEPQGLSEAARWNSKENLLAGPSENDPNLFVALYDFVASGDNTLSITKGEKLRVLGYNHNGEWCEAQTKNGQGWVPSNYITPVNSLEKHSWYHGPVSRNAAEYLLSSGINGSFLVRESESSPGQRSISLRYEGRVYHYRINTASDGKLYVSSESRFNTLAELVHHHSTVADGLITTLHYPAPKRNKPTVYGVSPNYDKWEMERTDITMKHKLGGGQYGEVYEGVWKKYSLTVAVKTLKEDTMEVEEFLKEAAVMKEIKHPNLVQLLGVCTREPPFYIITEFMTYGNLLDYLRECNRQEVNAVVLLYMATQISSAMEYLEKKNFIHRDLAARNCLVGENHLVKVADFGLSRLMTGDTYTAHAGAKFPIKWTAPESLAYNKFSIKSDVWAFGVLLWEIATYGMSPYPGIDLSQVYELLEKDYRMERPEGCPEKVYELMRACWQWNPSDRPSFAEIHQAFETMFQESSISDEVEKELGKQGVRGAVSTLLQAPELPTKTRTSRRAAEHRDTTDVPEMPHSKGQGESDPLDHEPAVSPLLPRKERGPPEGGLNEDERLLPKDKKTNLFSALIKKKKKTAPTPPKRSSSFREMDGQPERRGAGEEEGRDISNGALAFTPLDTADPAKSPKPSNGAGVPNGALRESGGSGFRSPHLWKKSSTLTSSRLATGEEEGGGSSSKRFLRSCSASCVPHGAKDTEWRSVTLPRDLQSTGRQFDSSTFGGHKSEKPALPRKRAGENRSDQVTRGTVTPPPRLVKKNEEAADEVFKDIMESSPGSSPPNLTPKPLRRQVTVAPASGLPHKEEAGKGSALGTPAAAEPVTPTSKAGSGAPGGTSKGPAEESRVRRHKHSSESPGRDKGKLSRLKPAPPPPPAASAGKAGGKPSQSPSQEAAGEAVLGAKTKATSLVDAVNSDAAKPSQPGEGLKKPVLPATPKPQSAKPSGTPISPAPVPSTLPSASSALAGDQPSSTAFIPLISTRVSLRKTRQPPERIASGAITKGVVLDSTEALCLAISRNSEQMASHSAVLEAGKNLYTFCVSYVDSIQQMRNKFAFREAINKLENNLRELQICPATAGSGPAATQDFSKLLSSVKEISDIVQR
# Target sequence (Q13671 whole entry, looked up): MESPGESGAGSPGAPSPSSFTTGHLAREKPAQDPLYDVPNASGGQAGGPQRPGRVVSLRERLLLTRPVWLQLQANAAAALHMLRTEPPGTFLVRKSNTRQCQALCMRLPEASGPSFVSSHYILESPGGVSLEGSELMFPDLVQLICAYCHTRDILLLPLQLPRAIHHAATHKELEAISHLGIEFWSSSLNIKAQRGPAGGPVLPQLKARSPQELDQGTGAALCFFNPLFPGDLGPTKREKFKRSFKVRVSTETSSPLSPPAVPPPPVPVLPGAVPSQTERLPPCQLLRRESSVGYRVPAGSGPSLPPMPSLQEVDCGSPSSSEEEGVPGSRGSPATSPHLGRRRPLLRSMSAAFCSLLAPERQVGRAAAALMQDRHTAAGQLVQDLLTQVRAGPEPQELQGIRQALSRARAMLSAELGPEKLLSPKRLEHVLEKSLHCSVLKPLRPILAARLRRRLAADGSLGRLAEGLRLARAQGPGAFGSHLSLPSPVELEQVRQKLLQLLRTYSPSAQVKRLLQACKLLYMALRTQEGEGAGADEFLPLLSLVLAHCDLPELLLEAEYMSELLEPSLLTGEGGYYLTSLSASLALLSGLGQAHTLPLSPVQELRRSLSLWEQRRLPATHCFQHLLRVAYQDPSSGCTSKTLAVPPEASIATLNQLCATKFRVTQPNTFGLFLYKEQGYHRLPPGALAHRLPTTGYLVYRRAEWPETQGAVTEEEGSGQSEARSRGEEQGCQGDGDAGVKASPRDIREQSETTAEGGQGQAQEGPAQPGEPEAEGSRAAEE
# MT1-MMP act inh: inhibitors of human MT1-MMP activation | P50281 | HT1080 RFP-PRO-GFP cells, GFP/RFP ratio fluorescence, overnight; percent of plate control window, DMSO zero | GFP/RFP ratio change, % at 20 µM | 0.061% of 360,000 active | AID 651647;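 active = GFP/RFP ratio change of at least 30% with cell ATP level not reduced by more than half and red fluorescence within 50% of control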; note: strong numbers were not always called active
#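 Test system: HT1080 cells expressing an RFP-PRO-GFP fluorescent reporter construct / Compound dosing: single-point 20 µM compound, 1% DMSO / Schedule: cells overnight before dosing, compound overnight, 37 °C, 5% CO2 / Evaluation: GFP/RFP fluorescence ratio / Control set: DMSO and RFP-L50D-GFP cell wells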
# bovine MsrA act: activates bovine MsrA enzyme; AID 602163; activation, % at 10.6 µM; purified bovine MsrA, absorbance read-out; 0.3% of 360,000 active; in the data active = activation above about 7.5%;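 note: 0% = vehicle and 100% = reference activator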
# SKN-1 inh: blocks SKN-1 activity in C. elegans. 0.49% of 360,000 active. inhibition, % at 21.8 µM. C. elegans VP596 Pgst-4::GFP/RFP ratio, acrylamide-induced, 24 h;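 active = interference check ratio from 0.5 to 1.5 plus GFP to RFP signal ratio inhibition reaching or exceeding a fixed threshold, cut at about 30% in these data, passing the limit was not always enough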; note: some compounds called inactive have numbers as strong as hits
# MsrA inh: inhibits bovine methionine sulfoxide reductase A; purified bovine MsrA, absorbance read-out; inhibition, % at 15.5 µM; 0.75% of 360,000 active; AID 651718; in the data active = inhibition above about 4.5%;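 note: 0% = vehicle wells with enzyme and 100% = reference inhibitor wells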
# Active calls of the source: *; i = inactive; nt = no result given. Not a hit list; 4.2% or so of the library scored in one or more.
1: Cn1nnnc1SCC(=O)N1CCN(c2ccc(Cl)cc2)CC1
2: Cn1c(CCN2CCOCC2)nc2cc(NC(=O)c3cccs3)ccc21
3: CCN(CC)S(=O)(=O)c1ccc(NS(=O)(=O)c2cccs2)cc1
4: O=S(=O)(c1ccc(N2CCC(c3ccc(Cl)cc3)=N2)cc1)N(CCO)CCO
5: COc1ccc2c(c1)cc1n2CCN=C1NN
6: CCc1ccc(N=c2c([N+](=O)[O-])nn(-c3ccc4c(c3)OCCO4)n2O)cc1
7: O=C(CCCC(=O)N(CC(=O)NC1CCCCC1)c1cccc(F)c1)Nc1ccccn1
8: CCN1CCc2nc(NC(=O)c3cc(F)c(F)cc3Cl)sc2C1
entry no.	1	2	3	4	5	6	7	8
Neddylation inh	i	i	i	i	i	i	i	i
eLon inh	-4	-1	-5	4	4	-9	-1	-9
NRP1-CendR mod	-34	5	-7	-2	-3	-7	0	-32
FAS-TE inh	-2	-3	-6	89*	-7	-2	4	-3
Rin1-Abl PPI inh	0	-4	4	-3	1	1	4	1
MT1-MMP act inh	1	3	-2	2	5	2	-1	3
bovine MsrA act	-2	-11	-3	-9	-1	-4	-6	-8
SKN-1 inh	-2	-9	-15	1	6	6	4	-8
MsrA inh	-0.7	0.1	0.0	1.6	2.7	1.3	1.2	0.6

9: CC(C)CN1CCN(Cc2ccc(C#CC(C)(C)O)cc2)CC1CCO (configuration not stated)
10: O=C(NC1CCCCCC1)C1CCCN1S(=O)(=O)c1cccc2cccnc12 (configuration not stated)
11: CC(=O)Nc1ccc(S(=O)(=O)Nc2cc(C)cn(Cc3ccccc3)c2=O)cc1
12: S=C(NCc1ccccn1)NN=Cc1ccccn1
13: Cc1ccc(NC(=O)CCCCCC2NC(=O)NC2C)cc1 (configuration not stated)
14: CC(C(=O)Nc1nccs1)N1C(=O)C2CC=CCC2C1=O (configuration not stated)
15: CC(C)OC(=O)CSc1nnc2c3ccccc3n(C)c2n1
16: Cc1cc(C)n(/N=C/c2ccccc2O)c(=O)c1
entry no.	9	10	11	12	13	14	15	16
Neddylation inh	i	i	i	i	i	i	i	i
eLon inh	1	1	-5	0	6	-5	-1	-7
NRP1-CendR mod	11	7	-20	7	-14	8	-6	4
FAS-TE inh	-4	-2	-4	-6	-4	-10	5	-2
Rin1-Abl PPI inh	-7	2	3	-3	88*	0	-7	2
MT1-MMP act inh	0	-2	7	-2	0	0	4	-2
bovine MsrA act	-1	1	-8	-3	-2	-8	-7	-3
SKN-1 inh	2	2	-1	17	-5	1	2	3
MsrA inh	1.4	-1.4	nt	1.4	nt	-0.7	2.8	-2.0

17: CCCCC(=O)Nc1c2c(nn1-c1cccc(C)c1C)CS(=O)(=O)C2
18: O=C(Nc1ccc(NC(=O)c2ccc3c(c2)OCCO3)cc1)c1ccccc1
19: Cc1nn(Cc2cccc(C(N)=O)c2)c(C)c1Br
20: O=C(N/N=C/c1ccccc1OCc1ccccc1Cl)c1cccnc1
21: O[C@@H]1CN(CC2CCCCC2)[C@@H](c2ccccc2)C[C@H]1n1cc(-c2ccc(F)cc2)nn1
22: CS(=O)(=O)c1ccc(Nc2nc(C(N)CCc3ccccc3)cs2)cc1 (configuration not stated)
23: Cc1ccnc(NC(=O)CCNS(=O)(=O)c2ccc(C)c(C)c2)c1
24: O=C(Nc1ccc2c(c1)OCO2)c1ccc2nc[nH]c2c1
entry no.	17	18	19	20	21	22	23	24
Neddylation inh	i	i	i	i	i	i	i	i
eLon inh	2	6	9	0	-14	4	-3	0
NRP1-CendR mod	4	4	2	1	-16	-9	-11	7
FAS-TE inh	-4	1	-4	9	16	-4	-4	-5
Rin1-Abl PPI inh	-1	-5	-3	-2	2	1	1	0
MT1-MMP act inh	1	1	2	-1	-7	-3	-4	1
bovine MsrA act	-1	-1	3	-3	-2	-1	-2	-2
SKN-1 inh	22	8	-6	-7	10	20	6	-2
MsrA inh	0.4	0.2	-1.2	1.6	1.1	-0.1	0.4	-0.1

25: O=C(Nc1ccccc1C(=O)N1CCOCC1)c1cc2ccccc2o1
26: O=C(CCc1c[nH]c2ccccc12)Nc1ccc(S(=O)(=O)Nc2ncccn2)cc1
27: NC1=NC(c2ccc(Cl)cc2)C(C(=O)c2ccccc2)N1 (configuration not stated)
28: C/C(=N\N=C(/N)SC1CC(=O)N(c2ccc(Cl)c(Cl)c2)C1=O)c1cccs1 (configuration not stated)
29: Cn1ccc(NC(=O)c2ccc(Cl)cc2Cl)n1
30: Cc1c(C(=O)NC(C)C)sc2ncn(CC(=O)N3CCC(C)CC3)c(=O)c12
31: COc1ccc(OC)c(NC(=O)/C=C/c2ccc(S(=O)(=O)N3CCOCC3)cc2)c1
32: Cc1ccc(NC2CC(=O)N(c3ccc(N4CCCCC4)cc3)C2=O)cc1 (configuration not stated)
entry no.	25	26	27	28	29	30	31	32
Neddylation inh	i	i	i	i	i	i	i	i
eLon inh	9	0	7	-3	-5	-2	1	-19
NRP1-CendR mod	22*	-10	9	3	-14	1	3	2
FAS-TE inh	-3	-3	-4	44	-2	-6	9	-1
Rin1-Abl PPI inh	1	0	0	3	4	1	1	6
MT1-MMP act inh	0	-1	1	1	-1	8	5	4
bovine MsrA act	1	-3	-2	-2	-4	-2	-2	-4
SKN-1 inh	1	1	8	0	-3	11	9	5
MsrA inh	0.6	0.7	0.5	0.1	-1.2	0.0	0.3	0.9

33: Cc1cccc(C)c1NC(=O)CNC(=O)c1ccc(N2CCCC2=O)cc1
34: C[C@H]1COC(=O)[C@@H](Cc2ccc(F)cc2)C/C=C\C[C@@H](CC(=O)NCCO)C(=O)N1
35: COC(=O)C1=C(CSc2nc3c(cc2C#N)CN(C)CC3)OC(N)=C(C#N)C1c1ccccc1F (configuration not stated)
36: Cc1ccc(NC(=O)CSc2n[nH]c(-c3ccco3)n2)c(C)c1
37: Cc1cc2c(cc1C)NC(C)CC(=O)N2 (configuration not stated)
38: O=C1CSC(c2cccnc2)N1Cc1ccc(Cl)cc1Cl (configuration not stated)
39: COc1ccc(C(=O)O)cc1S(=O)(=O)Nc1cc(C(F)(F)F)ccc1N1CCCCC1
40: CC(=O)c1c(C)[nH]c(C(=O)OCC(=O)N2CCc3ccccc32)c1C
entry no.	33	34	35	36	37	38	39	40
Neddylation inh	i	i	i	i	i	i	i	i
eLon inh	-14	-2	0	-6	4	-5	3	-5
NRP1-CendR mod	1	5	-38	7	-3	6	-3	-10
FAS-TE inh	-6	-10	-5	-10	-6	-2	4	-12
Rin1-Abl PPI inh	0	5	-1	-2	3	4	0	-1
MT1-MMP act inh	-2	0	-96	4	2	-1	4	1
bovine MsrA act	-1	-4	-2	-3	4	-3	-2	-13
SKN-1 inh	2	5	22	7	-5	5	-11	3
MsrA inh	-0.3	0.9	nt	0.3	-0.1	-0.3	0.9	-0.1

# A second format for 6 compounds above:
# Below each SMILES: Neddylation inh | eLon inh | NRP1-CendR mod | FAS-TE inh | Rin1-Abl PPI inh | MT1-MMP act inh | bovine MsrA act | SKN-1 inh | MsrA inh
33	Cc1cccc(C)c1NC(=O)CNC(=O)c1ccc(N2CCCC2=O)cc1
  i | -14 | 1 | -6 | 0 | -2 | -1 | 2 | -0.3
36	Cc1ccc(NC(=O)CSc2n[nH]c(-c3ccco3)n2)c(C)c1
  i | -6 | 7 | -10 | -2 | 4 | -3 | 7 | 0.3
37	Cc1cc2c(cc1C)NC(C)CC(=O)N2 (configuration not stated)
  i | 4 | -3 | -6 | 3 | 2 | 4 | -5 | -0.1
34	C[C@H]1COC(=O)[C@@H](Cc2ccc(F)cc2)C/C=C\C[C@@H](CC(=O)NCCO)C(=O)N1
  i | -2 | 5 | -10 | 5 | 0 | -4 | 5 | 0.9
39	COc1ccc(C(=O)O)cc1S(=O)(=O)Nc1cc(C(F)(F)F)ccc1N1CCCCC1
  i | 3 | -3 | 4 | 0 | 4 | -2 | -11 | 0.9
35	COC(=O)C1=C(CSc2nc3c(cc2C#N)CN(C)CC3)OC(N)=C(C#N)C1c1ccccc1F (configuration not stated)
  i | 0 | -38 | -5 | -1 | -96 | -2 | 22 | nt

# Further entries
41: O=C(COC(=O)c1ccccn1)Nc1cccc(Cl)c1Cl
42: CCCCNC(=O)[C@]1(C)CCC[C@@]2(C)C3CC[C@@]4(C)C[C@]3(CCC21)CC4=O (some centres not stated)
43: CCCNc1c(N)c(=O)oc2ccccc12
44: O=C(/C=C/c1cccc(Cl)c1)Nn1c(-c2cccs2)nc2ccccc2c1=O
45: N#Cc1ccc(NC(=S)NCCN2CCOCC2)cc1
46: CCOC(=O)c1ccc(NC(=O)N2CCN(C(=O)c3ccco3)CC2)cc1
47: COC(=O)C1CCN(S(=O)(=O)c2c(C)n(C)c(=O)n(C)c2=O)CC1
48: CC(C)(C)N(Cc1ccccc1)C(=O)COc1cccnc1[N+](=O)[O-]
entry no.	41	42	43	44	45	46	47	48
Neddylation inh	i	i	i	i	i	i	i	i
eLon inh	-8	-7	-14	2	6	-1	-6	-6
NRP1-CendR mod	-4	12	0	-3	1	-1	-10	-3
FAS-TE inh	-8	8	1	48	-4	-6	-6	3
Rin1-Abl PPI inh	2	-1	4	1	2	2	-2	6
MT1-MMP act inh	-3	1	-4	-4	3	0	5	-1
bovine MsrA act	-10	1	-13	-3	-2	-5	1	-3
SKN-1 inh	-8	-2	-2	7	-1	0	-2	17
MsrA inh	0.8	-0.3	0.3	0.4	-0.8	-0.9	0.9	2.2

49: CCOc1nc(CC)nc(NC(=O)NS(=O)(=O)c2ccccc2Cl)n1
50: O=S(=O)(c1ccc(F)cc1)n1ccc(-c2cccc(OCc3c(F)cccc3Cl)c2)n1
51: O=C(c1ccc([N+](=O)[O-])s1)N1CCCc2ccccc21
52: N#Cc1cc2nc(O)c(O)nc2cc1[N+](=O)[O-]
entry no.	49	50	51	52
Neddylation inh	i	i	i	i
eLon inh	11	5	-5	-13
NRP1-CendR mod	1	0	11	-11
FAS-TE inh	1	23	1	52*
Rin1-Abl PPI inh	-1	2	1	3
MT1-MMP act inh	4	-6	0	-3
bovine MsrA act	-3	-1	-1	-3
SKN-1 inh	11	42*	-5	2
MsrA inh	-1.2	-0.8	3.6	0.2

# Two entries from above, bar-delimited:
item | SMILES | Neddylation inh | eLon inh | NRP1-CendR mod | FAS-TE inh | Rin1-Abl PPI inh | MT1-MMP act inh | bovine MsrA act | SKN-1 inh | MsrA inh
37 | Cc1cc2c(cc1C)NC(C)CC(=O)N2 (configuration not stated) | i | 4 | -3 | -6 | 3 | 2 | 4 | -5 | -0.1
38 | O=C1CSC(c2cccnc2)N1Cc1ccc(Cl)cc1Cl (configuration not stated) | i | -5 | 6 | -2 | 4 | -1 | -3 | 5 | -0.3
